# HTT ATP protect – qHTS Multiplex Assay to Identify Dual Action Probes in a Cell Model of Huntington: Cytoprotection (ATP). Potency, µM (top dose mostly 56.4 µM), inactives show cytoprotection (ATP increase), hits mostly activators. 230,000 compounds, 0.14% hits. PC12 HTT-Q103 induced, cytoprotection, ATP luminescence, 40 h;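 also: potency is read from the fitted curve at half-maximal effect; % of control where 0% means no effect; nearly all actives have a fitted effect of over 45% in size; toxic huntingtin expression switched on by the ecdysone agonist tebufenozide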
#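 Compounds were screened for protection of PC12 cells against cell death after tebufenozide induction (100 nM final) of mutant Huntingtin exon 1 (Q103) fused to GFP.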
# CBFb-RUNX1 inh – qHTS Assay for Compounds Blocking the Interaction Between CBF-beta and RUNX1 for the Treatment of Acute Myeloid Leukemia; Runt-related transcription factor 1 (Homo sapiens) + Core-binding factor subunit beta …; AlphaScreen CBFb-His/RUNX1-biotin binding, biochemical; Potency, µM (titrated, usually from 59.8 µM), for inactives: top-dose activity, negative = inhibition, hits mostly inhibitors; 230,000 tested, under 10 active; also: % of control where 0% means no effect
# Target sequence (Q01196 whole entry, looked up): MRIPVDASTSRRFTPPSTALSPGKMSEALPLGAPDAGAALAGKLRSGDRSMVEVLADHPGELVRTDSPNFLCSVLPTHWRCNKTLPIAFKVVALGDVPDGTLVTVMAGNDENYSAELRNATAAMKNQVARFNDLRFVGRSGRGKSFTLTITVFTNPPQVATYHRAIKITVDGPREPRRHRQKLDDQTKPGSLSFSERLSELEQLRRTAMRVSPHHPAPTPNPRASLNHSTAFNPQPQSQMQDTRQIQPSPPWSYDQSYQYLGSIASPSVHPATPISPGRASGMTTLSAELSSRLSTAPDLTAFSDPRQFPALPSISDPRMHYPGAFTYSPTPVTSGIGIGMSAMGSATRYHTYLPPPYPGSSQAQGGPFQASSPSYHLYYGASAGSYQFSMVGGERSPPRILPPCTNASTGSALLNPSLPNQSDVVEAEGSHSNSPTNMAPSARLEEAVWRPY
# Target sequence (Q13951 whole entry, looked up): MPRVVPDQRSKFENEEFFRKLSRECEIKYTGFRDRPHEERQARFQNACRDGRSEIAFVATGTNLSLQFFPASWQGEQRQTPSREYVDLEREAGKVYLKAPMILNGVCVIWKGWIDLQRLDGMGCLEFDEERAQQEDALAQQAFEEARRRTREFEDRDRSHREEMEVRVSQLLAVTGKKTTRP
#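 CBF-beta (His) and RUNX1 (biotin), 30 nM each; 20 min preassociation; + compound, 15 min; + beads 50 ng each (Ni, streptavidin), 90 min; RT; AlphaScreen read.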
# SMN2 splice enh – qHTS Assay for Enhancers of SMN2 Splice Variant Expression. HEK293 SMN2-luciferase splicing reporter, luminescence, 30-36 h. 210,000 compounds, 2.8% hits. Potency, µM (highest dose often 46.1 µM), for inactives: top-dose activity change, positive = activation, hits mostly activators; also: potency is read from the fitted curve at half-maximal effect; % of control where 0% means no effect; nearly all actives have a fitted effect of over 55% in size
#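 HEK293 cells carry an SMN2 […]–luciferase reporter in which exon 7 inclusion puts luciferase in frame. Cells were plated 10-12 h before compound addition, then incubated 30-36 h at 37C. ONE-Glo luminescence was read; sodium butyrate at 4.5 mM final served as control.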
# Luc counter – Counterscreen for Luciferase (Kinase-Glo TM) Inhibition | 200,000 compounds, 0.28% hits | Potency, µM (top dose mostly 38.3 µM), for inactives: at the highest dose activity change, negative = inhibition, usual class: inhibitors | AID 1379, 2008 | Kinase-Glo luciferase, ATP luminescence, 8 min; also: potency is read from the fitted curve at half-maximal effect; % is scaled to controls: 0 for no effect and ±100 for the full control effect; nearly all actives have a fitted effect of over 60% in size
#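 Compound is pinned into ATP-containing buffer (10 uM ATP, imidazole pH 7.2, 7 mM MgCl2). Kinase-Glo luciferase reagent is then added. Light output is recorded following an 8-min room-temperature incubation.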
# HttQ103 aggreg – qHTS Multiplex Assay to Identify Dual Action Probes in a Cell Model of Huntington: Aggregate Formation (GFP); PC12 HttQ103-GFP aggregates, Acumen cytometry, 40 h; Potency, µM (top dose mostly 46.1 µM), without a hit: at the highest dose activity change, negative = inhibition, hits mostly inhibitors; 220,000 compounds, 1.1% hits; also: potency is read from the fitted curve at half-maximal effect; % is scaled to controls: 0 for no effect and ±100 for the full control effect; nearly all actives have a fitted effect of over 60% in size
#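 PC12 cells stably carrying ecdysone-inducible HTT exon 1 Q103–GFP were induced with tebufenozide (100 nM final) and treated with library compounds in titration. GFP aggregates in lysates were counted by laser scanning cytometry.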
# LMNA splice mod – qHTS Assay for Modulators of Lamin A Splicing | HeLa LMNA splicing GFP/RFP minigene ratio, 48 h | Potency, µM (series often up to 46.1 µM), for the others: at the top dose ratio change, negative = inhibition, actives largely listed as inhibitors | 200,000 compounds, 0.01% hits | AID 1487, 2009; active = well fitted inhibition curve with a large enough effect in the signal ratio, with a control signal flat, not every such curve was filed as active; inconclusive = small, poorly fitted or top-dose-only effect, or effect the other way, or a change in a side signal; the % refers to the signal ratio; also: potency is read from the fitted curve at half-maximal effect; % is scaled to controls: 0 for no effect and ±100 for the full control effect
#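 Read-out is the ratio of GFP to DsRed2 object intensity, acquired by 488 nm laser-scanning cytometry on HeLa lamin A-EGFP minigene reporter cells. Compound incubation 48 hrs at 37 °C in Opti-MEM with 2% FBS; DMSO 0.5% final.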
# IMPase Li cell – qHTS Assay for Identifying the Cell-Membrane Permeable IMPase Inhibitors: Potentiation with Lithium; CHO-M1 cells, IP1 TR-FRET (IP-One), carbachol + lithium; Potency, µM (titrated, usually from 59.4 µM), for inactives: at the top dose activity, negative = IMPase inhibition, hits mostly inhibitors; 210,000 compounds, 0.35% hits;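 also: IP1 builds up when IMPase is blocked and the TR-FRET signal falls; potency is read from the fitted curve at half-maximal effect; plate controls were basal vehicle for no effect and high inhibitor control for full effect; nearly all actives have a fitted effect of over 50% in size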
#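 Steps: plate 2000 CHO-M1 cells per well and culture 16–30 h; add compound and lithium; incubate 30 min, 37C; add d2-IP1 tracer and Eu cryptate anti-IP1 antibody in lysis buffer; read after 10 min at room temperature.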
# Active calls of the source: *; ? = inconclusive; · = not tested or not shown; [ ] = remark or other dose. Unless noted, calls follow the shape of the dose curve; as a rule, active = well fitted curve in the direction sought with a large enough effect; inconclusive = small, poorly fitted or top-dose-only effect, or another doubt; inactive = no such curve, though single readings can be large; an effect the other way counts as inactive or inconclusive.
SMILES	HTT ATP protect	CBFb-RUNX1 inh	SMN2 splice enh	Luc counter	HttQ103 aggreg	LMNA splice mod	IMPase Li cell
CCN(CC)CC(=O)Nc1sc2c(c1C(=O)c1ccccc1OC)CCC2	1%[10 µM]	-3%	·	-1%	-3%[9.22 µM]	·	28%
O=C(Nc1nccs1)C1CCN(S(=O)(=O)c2ccc3c(c2)OCCCO3)CC1	-8%	17%	-9%	-2%	-11%	?	12%[38.3 µM]
Cc1ccc2nc(-c3ccc(NC(=O)CSc4ccccc4)cc3)[nH]c2c1	-33%[10 µM]	4%	3.5µM*	3%	3%	-4%	6%
Cc1ccc(C(=O)N/N=C\c2ccc(-c3ccc([N+](=O)[O-])cc3)o2)cn1	-5%[10 µM]	-1%	·	·	-5%[9.22 µM]	·	·
CCN(CC)S(=O)(=O)c1ccc(N2CCOCC2)c(NC(=O)c2ccc(OC)c([N+](=O)[O-])c2)c1	-3%[10 µM]	7%	·	·	23%[9.22 µM]	·	·
CCCN1C(=O)C2(C(C(=O)c3ccc(C)o3)=C(O)C(=O)N2CCCN2CCOCC2)c2ccccc21 (stereo not given)	-9%[0.074 µM]	0%	-5%	2%	10%	5%	10µM*
CCOC(=O)N1CCN(S(=O)(=O)c2cc(Cl)ccc2Cl)CC1	8%[10 µM]	7%	-7%	-1%	0%	-10%	-1%
Cc1cc(C(=O)NC(=S)Nc2cccc(C(=O)O)c2C)ccc1[N+](=O)[O-]	-15%	1%	-5%	3%	-6%	·	-2%
CC(CCn1cccn1)NC(=O)CCc1nnc(C2CCCCC2)o1 (stereo not given)	20%[10 µM]	13%	·	-6%	-14%[9.22 µM]	5%[46 µM]	8%
CCOC(=O)c1cnc(SCC(=O)NCc2ccco2)nc1N	-6%[10 µM]	-2%	-4%	0%	-11%	0%	1%[38.3 µM]
Cc1cccc(N(C(=O)Cn2nnc3ccccc32)C(C(=O)NC(C)(C)C)c2ccsc2)c1C (stereo not given)	18%[10 µM]	7%	18%	6%	12%	26%	23%[38.3 µM]
COc1ccc(C(CC(=O)Nc2ccc(Cl)cc2F)NC(=O)C(F)(F)F)cc1 (stereo not given)	-19%[10 µM]	-3%	-11%	2%	5%	5%	4%
CCOC(=O)c1nnc(-c2ccc(C)cc2)nc1N1CCSCC1	-76%[inhibitor]	-6%	4%	-5%	-6%[9.22 µM]	-23%[9.22 µM]	6%
CNC(=S)N1CCN(c2ccc([N+](=O)[O-])cc2)CC1	13%	-5%	-28%	-2%	8%	-2%	-13%[38.3 µM]
CCOC(=O)C1CCN(CC(=O)Nc2c(C(=O)OC)[nH]c3cccc(Cl)c23)CC1	-1%	2%	-5%	14%	-9%	-1%	-3%[38.3 µM]
N#CNC(=Nc1ccccc1F)SCc1ccc(C(=O)O)cc1	-11%[10 µM]	-2%	·	2%	-11%[9.22 µM]	1%[46 µM]	5%
CCn1cc(CNCc2cn(C)nc2-c2ccc(C3CCCCC3)cc2)cn1	-62%[inhibitor]	8%	·	·	1%	·	·
NS(=O)(=O)c1ccc(CNC(=O)NC23CC4CC(CC(C4)C2)C3)cc1	-7%[10 µM]	8%	-12%	1%	12%	1%	8%[38.3 µM]
Nc1ccc2nc(CCCO)[nH]c2c1	-18%[10 µM]	-2%	·	·	-21%[9.22 µM]	·	·
O=C1CC(N2CCN(c3ccccc3)CC2)C(=O)N1c1ccc2c(c1)OCO2 (stereo not given)	12%	-2%	2%	2%	17%	·	-2%
O=C(Cn1c(CN2CCCCC2)nc2ccccc2c1=O)Nc1ccccc1	0%[10 µM]	-3%	13%	-1%	?	-2%	23%[38.3 µM]
CCOC(=O)CN(c1cccc(C(C)=O)c1)S(C)(=O)=O	20%	8%	22%	-4%	-10%	5%	21%[38.3 µM]
O=C1c2ccccc2NC(c2cn[nH]c2-c2ccc(Cl)cc2)N1O (stereo not given)	·	3%	-94%[inhibitor]	-6%	?	?	-6%
O=C(Cn1cnc2c(nnn2Cc2ccc(F)cc2)c1=O)NCc1ccco1	27%[10 µM]	-6%	17%	1%	3%	-5%	5%
CCOc1ccc(Br)cc1CSC(=N)N	-10%[10 µM]	4%	-42%[inhibitor]	-4%	-18%	?	8%
Cc1[nH]c2ccccc2c1SCCNC(=O)c1ccc(Br)o1	-20%[10 µM]	-5%	-16%	1%	25µM*	?	7%
COc1ccc(C2C3=C(CC(C)(C)CC3=O)Oc3ncn(Cc4ccccc4)c(=N)c32)cc1 (stereo not given)	4µM*	-8%	19%	-3%	-19%	-7%	3%[38.3 µM]
COc1ccc(OC)c(NC(=O)COC(=O)CNC(=O)c2ccc(OC)c(OC)c2)c1	-5%	-1%	-2%	2%	0%	-2%	21%[38.3 µM]
CN(C)c1ccnc(SCc2ccccc2Cl)c1C#N	-25%	?	1%	11%	-20%	?	12%[38.3 µM]
C#CCNC(=O)C1=C[C@@H](C2CC2)C[C@@H](OCCCCO)O1	9%[10 µM]	5%	·	·	16%[9.22 µM]	·	·
O=C(NCc1cccs1)C1CCCN1C(=O)Nc1ccc(Cl)cc1 (stereo not given)	24%[10 µM]	6%	2%	4%	16%	·	-1%
Cc1sc2nc(CN3CCN(S(=O)(=O)c4cccc5nonc45)CC3)[nH]c(=O)c2c1C	-5%[10 µM]	8%	23%	3%	13%	-10%	30%[38.3 µM]
CCOC(=O)c1[nH]c2cc(OC)c(OC)cc2c1NC(=O)CN1CCN(c2ccc(OC)cc2)C(C)C1 (stereo not given)	-28%	-27%	-13%	2%	6%	11%	14%[38.3 µM]
CC1CCN(S(=O)(=O)c2ccc(C(=O)Nc3nnc(-c4ccncc4)o3)cc2)CC1	-100%[inhibitor]	?	-91%[inhibitor]	0%	?	?	2%
C/C=C/c1ccc(OCCCCn2cncn2)c(OC)c1	-18%[0.074 µM]	1%	6%	1%	10%	12%	15%[38.3 µM]
CC(C)C(NC(=S)Nc1ccccc1)C(=O)O (stereo not given)	10%[10 µM]	-1%	3.2µM*	-4%	6%	?	-1%
Cc1c(C(=O)NCCN2C(=O)S/C(=C\c3cccnc3)C2=O)cccc1[N+](=O)[O-]	2%[10 µM]	-5%	·	·	20%[9.22 µM]	·	·
CCOc1ccc(S(=O)(=O)NCCOC)cc1C	6%	-14%	6%	3%	?	-2%	29%[38.3 µM]
COc1ccc(CN(C(=O)CSc2nnc(-c3ccc(F)cc3)o2)c2ccc(F)cc2)cc1	-36%	19%	-25%	-4%	-20%	?	13%[38.3 µM]
CCc1ccccc1NC(=S)N(CCN1CCCCCC1)Cc1ccco1	8%	-3%	-20%	-2%	23%	·	11%
CN1CCCN(c2ncnc3scc(-c4ccc(F)cc4)c23)CC1	-44%[inhibitor]	1%	-5%	1%	26%	1%[9.22 µM]	21%
CCOc1ccc2[nH]c(=O)c(CN(Cc3ccccc3OC)C(=O)c3ccccc3)cc2c1	-57%[inhibitor]	7%	?	0%	25%	-2%	28%[38.3 µM]
Cc1onc2c(=O)n(-c3ccccc3)nc(-c3ccccc3)c12	-7%[10 µM]	3%	·	·	3%[9.22 µM]	·	·
CC(=O)[C@@H]1[C@@H](C(=O)c2ccc(F)cc2)[C@]2(C(=O)Nc3ccccc32)[C@H]2C=Cc3cc(F)ccc3N12	8%[10 µM]	14%	·	·	-4%[9.22 µM]	·	·
O=C(C1CCC(Cn2c(=S)[nH]c3ccccc3c2=O)CC1)N1CCN(c2ccccn2)CC1 (stereo not given)	-45%[inhibitor]	-5%	-111%[inhibitor]	0%	?	·	7%
CCOC(=O)C(=N/O)/C(C)=N/NC(C)=O	0%	0%	-1%	-2%	-9%	·	-9%
COc1ccc(CN2CCCCC2C(=O)Nc2ccc(OC)c(OC)c2)cc1OC (stereo not given)	12%	6%	-6%	11%	12%	15%	12%[38.3 µM]
O=C(O)c1sccc1S(=O)(=O)c1ccccc1	-4%	-1%	-1%	-3%	-5%	5%	-9%[38.3 µM]
Cc1nc2c(-c3ccc(F)cc3)c(C)nn2c(C)c1CCC(=O)NC(C)CCc1ccco1 (stereo not given)	-17%	-2%	-5%	1%	-15%	-2%	12%
CCOC(=O)N1CCC(NS(=O)(=O)c2ccccc2)CC1	3%[10 µM]	3%	·	·	9%[9.22 µM]	·	·
O=C(NCCN1C(=O)S/C(=C\c2ccc(OC(F)F)cc2)C1=O)[C@@H]1CCCN1C(=O)c1cccs1	1%[10 µM]	-4%	-10%	-1%	19%	-20%	9%
Cc1ccc(S(=O)(=O)NCc2ccncc2)cc1C	12%[10 µM]	-2%	·	-3%	1%[9.22 µM]	6%[46 µM]	20%
O=C(C1=C[C@H](C2CCCCC2)C[C@H](OCCCCO)O1)N1CCOCC1	4%[10 µM]	8%	·	·	6%[9.22 µM]	·	2%
O=C(c1ccc(NC(=O)C2(c3ccccc3)CCCC2)cc1)N1CCOCC1	-5%[10 µM]	6%	·	·	9%[9.22 µM]	·	·
C=CCNC(=S)N/N=C/c1ccc(C)c([N+](=O)[O-])c1	·	0%	-25%	1%	5%	?	-2%
COc1ccc(N2C3=[N+](CCCC3)CC2(C)O)cc1 (stereo not given)	0%[10 µM]	2%	28%	-1%	-6%	-8%	16%[38.3 µM]
CC1CCCC(NC(=O)COC(=O)c2c[nH]c(=O)[nH]c2=O)C1C (stereo not given)	-10%	3%	·	-4%	20%	1%	7%[38.3 µM]

# A run of entries from further up:
SMILES	HTT ATP protect	CBFb-RUNX1 inh	SMN2 splice enh	Luc counter	HttQ103 aggreg	LMNA splice mod	IMPase Li cell
Cc1nc2c(-c3ccc(F)cc3)c(C)nn2c(C)c1CCC(=O)NC(C)CCc1ccco1 (stereo not given)	-17%	-2%	-5%	1%	-15%	-2%	12%
CCOC(=O)N1CCC(NS(=O)(=O)c2ccccc2)CC1	3%[10 µM]	3%	·	·	9%[9.22 µM]	·	·
